High-throughput results (PubChem)
CIT2-GFP yeast: alters CIT2-GFP fluorescence in TOR pathway yeast screen; 320,000 tested, 0.065% active; S. cerevisiae CIT2-GFP strain, flow cytometry, 3 h; 100 means same as DMSO wells; GFP response vs DMSO, % at 10 µM;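 active means GFP response relative to DMSO above a set limit, near the screen mean plus 3 SD, cut at about 150% in these data; inconclusive means Fewer than 70 cells measured for a yeast strain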;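 further: ratio of well median GFP fluorescence to mean of DMSO wells on the plate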
GLD-1 RNA inh: GLD-1-TGE RNA interaction inhibition (C. elegans); Q17339; purified GLD-1 + fluorescein TGE RNA, fluorescence polarization; inhibition, % at 5.96 µM; 320,000 tested, 0.44% active; AID 2280;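 active means percent inhibition above a per-plate cutoff, the plate mean of test compounds plus 3 SD, cut at about 30% in these data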;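 further: 0% = DMSO wells with GLD-1 and probe and 100% = wells lacking GLD-1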
Target sequence (Q17339 whole entry, looked up): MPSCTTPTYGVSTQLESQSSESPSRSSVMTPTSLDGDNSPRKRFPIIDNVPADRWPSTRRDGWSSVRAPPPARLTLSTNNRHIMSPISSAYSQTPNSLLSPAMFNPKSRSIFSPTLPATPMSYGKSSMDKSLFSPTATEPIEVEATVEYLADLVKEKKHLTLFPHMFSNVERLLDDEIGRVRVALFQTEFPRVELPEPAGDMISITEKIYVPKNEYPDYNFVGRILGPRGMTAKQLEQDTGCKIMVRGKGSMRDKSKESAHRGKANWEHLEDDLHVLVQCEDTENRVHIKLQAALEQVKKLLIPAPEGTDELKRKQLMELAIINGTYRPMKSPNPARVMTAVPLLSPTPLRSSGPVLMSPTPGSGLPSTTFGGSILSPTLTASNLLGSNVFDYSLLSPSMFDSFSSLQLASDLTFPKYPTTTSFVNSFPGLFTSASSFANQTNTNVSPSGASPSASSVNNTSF
GRK2 aptamer HTS: blocks RNA aptamer binding to human GRK2; P25098; bead flow cytometry, FAM-aptamer displacement from GRK2; inhibition of aptamer binding, % at 10 µM; 330,000 tested, 0.59% active;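 active means inhibition of aptamer binding above 40%, roughly 3 SD of noise, on plates passing a quality check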;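 further: median bead fluorescence of bound FAM aptamer so fluorescent compounds give negative values; no value below 0 was filed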
MEX-5 binding: C. elegans MEX-5 TCR-2 RNA binding activity; 300,000 tested, 0.38% active; Q9XUB2; MEX-5/FITC-TCR2 RNA binding, fluorescence polarization; active compounds read low; activity score (negative = inhibition of binding), % at 10 µM; AID 1832;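 active means inhibition past about -25% in most replicates, and total fluorescence under double the plate's negative control median, limit read from the data; inconclusive means replicates evenly split on the limit, or fluorescence at least double controls; inactive means too little inhibition in most replicates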;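 further: 0% = DMSO and -100% = 5 µM competing unlabeled TCR2 RNA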
BCLXL inh: blocks human Bcl-xL binding to Bim BH3 peptide | Q07817 | GST-Bcl-xL / FITC-Bim BH3 peptide fluorescence polarization | inhibition, % at 10.9 µM | 320,000 tested, 0.7% active | AID 2129;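 active means inhibition above the mean of all tested compounds plus 3 SD, cutoff set per campaign, cut at about 30% in these data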;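 further: 0% = DMSO wells and 100% = unlabeled Bim-BH3 peptide competitor; inhibitors lower millipolarization by displacing the labeled peptide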
Target sequence (Q07817 whole entry, looked up): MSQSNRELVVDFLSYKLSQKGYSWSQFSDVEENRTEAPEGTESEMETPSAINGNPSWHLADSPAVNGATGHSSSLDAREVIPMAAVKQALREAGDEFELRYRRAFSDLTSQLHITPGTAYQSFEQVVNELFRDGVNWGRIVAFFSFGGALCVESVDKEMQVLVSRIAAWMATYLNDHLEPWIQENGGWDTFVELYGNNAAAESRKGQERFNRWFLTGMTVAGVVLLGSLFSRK
AGP1-GFP MLPCN: alters AGP1-GFP fluorescence in TOR pathway yeast screen | S. cerevisiae AGP1-GFP multiplex flow cytometry, 3 h; GFP as percent of DMSO wells | GFP response vs DMSO, % at 10 µM | 320,000 tested, 0.02% active;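 active means GFP response relative to DMSO above a set limit, near screen average plus 3 SD, cut at about 150% in these data; inconclusive means fewer than 70 cells counted for the yeast strain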;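 further: median GFP channel fluorescence of the gated AGP1 strain per well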
Yeast superoxide: yeast age-related superoxide inhibition as caloric restriction mimetic. S. cerevisiae aged cells, superoxide DHE fluorescence; active compounds read low. superoxide response (% of plate mean), % at 10 µM. 330,000 tested, 0.18% active. AID 2690;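 active means superoxide response under a set limit, about three screen SD below normal, cut at about 65% in these data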;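 further: yeast aged for seven days with compound at 30 °C before DHE staining; 100% = average MFI of all compound-treated wells on the plate with controls excluded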
VLA-4 inh: inhibition in a human VLA-4 binding assay; P13612; inhibition, % (about 7 µM as worked out from the volumes in the protocol); 330,000 tested, 0.2% active; VLA-4 expressing cells, ligand binding flow cytometry; in the data active means inhibition above about 50%
MCL1-BIM inh: MCL1-BIM-BH3 interaction inhibition (human); Q07820; GST-MCL1 / FITC-Bim-BH3 fluorescence polarization; inhibition, % at 10.9 µM; 320,000 tested, 0.68% active;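 active means inhibition above the mean inhibition of all tested compounds plus 3 SD, set per campaign, cut at about 40% in these data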;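 further: 0% = DMSO wells and 100% = unlabeled Bim-BH3 peptide control; higher means more loss of mP so more displacement of Bim peptide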
Target sequence (Q07820 whole entry, looked up): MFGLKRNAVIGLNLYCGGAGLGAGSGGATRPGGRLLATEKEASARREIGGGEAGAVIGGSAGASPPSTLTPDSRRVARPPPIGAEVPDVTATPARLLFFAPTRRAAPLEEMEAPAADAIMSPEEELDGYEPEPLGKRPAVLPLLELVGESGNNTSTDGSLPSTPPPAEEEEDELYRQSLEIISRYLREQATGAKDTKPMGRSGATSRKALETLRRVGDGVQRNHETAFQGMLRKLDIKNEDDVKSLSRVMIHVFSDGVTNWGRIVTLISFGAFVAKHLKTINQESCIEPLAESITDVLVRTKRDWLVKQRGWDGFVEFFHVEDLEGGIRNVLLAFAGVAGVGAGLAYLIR
An asterisk follows results filed as active; ? = inconclusive; / = no result given.

SMILES | CIT2-GFP yeast | GLD-1 RNA inh | GRK2 aptamer HTS | MEX-5 binding | BCLXL inh | AGP1-GFP MLPCN | Yeast superoxide | VLA-4 inh | MCL1-BIM inh
CCOc1cc(/C=N/NC(=O)c2cccc([N+](=O)[O-])c2)ccc1OS(=O)(=O)c1ccccc1 | 95 | 5 | 0 | 0.4 | 1 | 98 | 134 | 0 | 5
O=C(NC(NC(=S)Nc1cc(Cl)ccc1Cl)C(Cl)(Cl)Cl)c1ccco1 (centres undefined) | 99 | 6 | 0 | -3.7 | 6 | 107 | 106 | -13 | 8
OCCN=c1cc(-c2ccccc2)oc2ccc(Cl)cc12 | 98 | 5 | 1 | -1.3 | 3 | 94 | 105 | 5 | 2
O=C1NC(=Nc2ccccc2)S/C1=C\c1cccs1 | 97 | 4 | 0 | 1.8 | 9 | 103 | 116 | 9 | 15
O=[N+]([O-])c1cncc([N+](=O)[O-])c1Nc1ccccc1Cl | 102 | 4 | 1 | 0.0 | 1 | 95 | 118 | 24 | 8
CN(C(=O)CSc1ccc(S(=O)(=O)N2CCCCC2)cn1)c1ccccc1 | ? | -1 | 0 | / | 2 | ? | 93 | 8 | 2
COc1ccc(-c2sc(Nc3ccc(F)c(F)c3F)nc2CCC(=O)NN)cc1 | 108 | 4 | 0 | 1.0 | -2 | 98 | 82 | 4 | 2
Cn1c(=O)c(=O)n(C)c2cc(S(=O)(=O)CCC(=O)Nc3c(F)c(F)c(F)c(F)c3F)ccc21 | 96 | -7 | 0 | -5.3 | 0 | 94 | 86 | -4 | 0
Cc1ccc(S(=O)(=O)N2CCC(NC(=O)OC(C)C)CC2)cc1 | 95 | 4 | 3 | 1.0 | 0 | 100 | 117 | -4 | -1
Cc1ccc(NC(=S)N2CCn3cccc3C2c2cccnc2)cc1 (centres undefined) | 101 | 5 | 0 | -0.5 | 5 | 105 | 107 | 24 | 13
CC1CCN(S(=O)(=O)c2ccc3c(c2)c(=O)c(C(=O)N2CCCCC2)cn3C)CC1 | 100 | 3 | 0 | -1.0 | 3 | 108 | 106 | 18 | 1
CCN(CC(=O)Nc1ccc(NC(C)=O)cc1)C(=O)c1ccc(=O)n(C)n1 | 97 | 5 | 0 | / | -5 | 100 | 89 | 20 | -5
O=C(CSc1ccc2nnc(CCNC(=O)c3ccccc3)n2n1)NCc1ccco1 | 97 | 7 | 0 | 0.9 | 7 | 100 | 68 | 6 | 8
Cc1cc(C(=O)N2CCN(c3cccc(Cl)c3)CC2)c(C)o1 | 78 | -1 | 1 | 2.7 | 6 | 95 | 91 | 9 | 4
CC1=NN(c2ccccc2)C(=O)C1C=Nc1ccc(N(C)C)cc1 (centres undefined) | 81 | 8 | 2 | -2.4 | 9 | 90 | 115 | -3 | 8
Cc1cc(C)nc(/N=C(\N)Nc2ccc(-c3ccccc3)cc2)n1 | 100 | -4 | 0 | 4.7 | -11 | 105 | 98 | 20 | -10
COCCOC(=O)C1=C(C)NC(=O)CC1c1cc2c(cc1Br)OCO2 (centres undefined) | 97 | 5 | 2 | 1.4 | 2 | 102 | 92 | 4 | 6
C=CCNC(=O)C1CC2Cn3c(nc4cc(C)c(C)cc43)C2N1C (centres undefined) | 96 | 7 | 5 | -0.4 | 10 | 100 | 96 | -1 | 5
CS(=O)(=O)N(CC(=O)NCCc1ccccc1)c1cccc([N+](=O)[O-])c1 | 94 | 3 | 0 | -3.8 | 3 | 90 | 98 | 0 | 3
CN(Cc1nc2ccccc2c(=O)[nH]1)C(=O)c1ccc(S(=O)(=O)N(C)C)cc1 | 100 | 3 | 1 | -0.8 | -1 | 104 | 95 | -65 | 4
O=C1c2ccccc2CC1Sc1nnc(-c2ccncc2)o1 (centres undefined) | 85 | 1 | 0 | -2.8 | -7 | 96 | 96 | 5 | -10
COc1ccc(-n2c(CCC(=O)O)ccc2-c2ccccc2)cc1 | 96 | -10 | 2 | -1.2 | -1 | 71 | 99 | -5 | -3
COc1cc2c(=O)n(CCC(=O)NCC3CCCO3)c(=O)n(CC(=O)c3ccc(Cl)cc3)c2cc1OC (centres undefined) | 100 | 2 | 1 | 0.1 | 2 | 99 | 101 | 0 | -1
COc1ccc(NC(=O)/C(C#N)=C\c2ccc(Br)o2)cc1 | 90 | 0 | 16 | -0.4 | 0 | 103 | 102 | -5 | 15
CC(C(=O)OCC(=O)c1ccccc1)N1C(=O)c2ccccc2C1=O (centres undefined) | 99 | 7 | 1 | -1.8 | -4 | 99 | 100 | -6 | 0
O=c1[nH]nc(Cc2ccc([N+](=O)[O-])cc2)c2ccccc12 | 101 | 2 | 86* | 2.3 | 4 | 104 | 100 | 12 | 5
CCCN(C(=O)CSc1nnc(N)s1)c1c(N)n(Cc2ccccc2)c(=O)[nH]c1=O | 102 | 7 | 0 | / | / | 101 | 99 | 0 | /
Clc1ccc(-c2nc3nc4ccccc4nc3n2Cc2ccco2)cc1 | 98 | -3 | 3 | / | 2 | 103 | 113 | 2 | 3
Cc1[nH]n(-c2ccccc2)c(=O)c1C1(C(F)(F)F)C(=O)N(c2ccc(F)cc2)C2=C1C(=O)CC(C)(C)C2 (centres undefined) | 89 | -3 | 4 | -0.6 | 6 | 89 | 97 | 23 | 5
Cc1cc(NCc2ccccn2)ccc1Br | 97 | 6 | 9 | -2.1 | 4 | 96 | 99 | -8 | -2
Cc1ccc(C(=O)NS(=O)(=O)c2ccc(N=NN(C)C)cc2)cc1 | 100 | -3 | 0 | -0.9 | 12 | 105 | 91 | 2 | 15
Cc1ccc(-c2cnc(NC(=O)c3cccc(Br)c3)s2)c(C)c1 | 98 | -3 | 1 | 0.4 | -1 | 101 | 92 | 10 | -1
O=C(CSc1nc(=O)n(CCCN2CCOCC2)c2c1CCCC2)Nc1ccccc1Cl | 101 | 0 | 1 | 0.1 | 0 | 101 | 119 | -3 | -2
O=C1CCC(=O)N1c1ccc(NCCc2ccccc2F)c([N+](=O)[O-])c1 | 93 | 4 | 1 | -0.8 | 5 | 97 | 101 | 3 | -1
CC1(C)Oc2ccc3ccc(=O)oc3c2/C(=C/Nc2ccccc2)C1=O | 98 | 8 | 1 | 0.8 | 3 | 96 | 95 | -4 | 2
O=C(CCCOc1ccccc1)N1CCCCC1 | 87 | -1 | 0 | 1.5 | 6 | 96 | 104 | 30 | 9
COc1cc(OC)c(NC(=O)CCCNC(=O)Cn2cnc3sc(C)c(C)c3c2=O)cc1Cl | 93 | 1 | 1 | 0.1 | -1 | 92 | 103 | -32 | -8
Cc1ccccc1NN1C(=O)C=CC1=O | 108 | 5 | 0 | 1.4 | 1 | / | 96 | -3 | -2
CCNC(=S)Nc1ccc(Cc2ccncc2)cc1 | 106 | 4 | 1 | 2.2 | 0 | 106 | 84 | 14 | 23
CCCCC1=CC2=CC(=O)C(C)(O)C(=O)C2=CO1 (centres undefined) | 97 | 29 | 2 | ? | 16 | 99 | 106 | 34 | 16
Cc1ccc(C)c(OCCC(=O)Nc2cccc(S(=O)(=O)N3CCCC3)c2)c1 | 95 | 3 | 0 | 0.3 | 9 | 100 | 79 | -13 | -2
CN(C)S(=O)(=O)c1ccc(C(=O)Nc2nc(-c3cccs3)cs2)cc1 | 102 | 3 | 0 | -1.1 | -2 | 103 | 97 | -10 | 2
CC1=Nn2c(nnc2-c2cc(C)[nH]n2)SC1 | 104 | -5 | 2 | 2.2 | 0 | 104 | 105 | 21 | 0
Nc1c(C(=O)O)ccc2c1C(=O)c1ccccc1C2=O | 97 | 8 | 3 | -13 | 13 | 99 | 154 | -4 | 13
S=C(NCCc1ccc(Cl)cc1)NC1CC1 | 99 | 0 | 1 | -2.3 | 2 | 106 | 75 | 43 | 10
CCc1cc(C(=O)OC)c(NC(=O)C2CC(=O)NN2Cc2ccccc2)s1 (centres undefined) | 96 | 0 | 0 | -0.9 | 3 | 96 | 114 | 1 | 2
Cc1cc(C)cc(OCc2nnc(SCC(=O)N3CCCCC3)o2)c1 | 90 | 1 | 0 | 2.6 | 4 | 93 | 94 | -11 | 4
COc1cc2c(cc1OC)CN(C(=S)Nc1cccc(Cl)c1C)CC2 | 100 | 0 | 0 | 2.5 | 7 | 106 | 89 | 8 | 8
O=C(/C=C/c1ccco1)NC(=S)Nc1nc(-c2ccc3ccccc3c2)cs1 | 101 | -1 | 0 | -0.3 | 1 | 98 | 102 | 13 | -1
Cc1cc(Br)ccc1SCC(=O)OCC(=O)Nc1ccc2[nH]c(=O)[nH]c2c1 | 94 | -1 | 1 | / | 3 | 97 | 94 | 13 | -4
Cc1ccc2oc(-c3cccc(NC(=O)Cc4cccs4)c3)nc2c1 | 103 | 3 | 0 | 0.7 | -4 | 105 | 105 | 12 | 4
CC(Sc1nnc(Cc2ccc([N+](=O)[O-])cc2)o1)C(N)=O (centres undefined) | 89 | 2 | 1 | -2.8 | -6 | 98 | 88 | 0 | -5
COc1ccc(CN(C)CC2CCCN(CCc3ccccc3C)C2)cc1O (centres undefined) | 100 | 2 | 0 | 2.1 | 2 | 14 | 112 | -1 | 10
O=C(CSc1nnc(NC(=O)c2ccccc2F)s1)NC1CCCC1 | 101 | 1 | 1 | 2.4 | 6 | 99 | 108 | 9 | 8

An excerpt of these results, as labelled records:
COc1ccc(CN(C)CC2CCCN(CCc3ccccc3C)C2)cc1O (centres undefined)
  CIT2-GFP yeast = 100 | GLD-1 RNA inh = 2 | GRK2 aptamer HTS = 0 | MEX-5 binding = 2.1 | BCLXL inh = 2 | AGP1-GFP MLPCN = 14 | Yeast superoxide = 112 | VLA-4 inh = -1 | MCL1-BIM inh = 10
O=C(CSc1nnc(NC(=O)c2ccccc2F)s1)NC1CCCC1
  CIT2-GFP yeast = 101 | GLD-1 RNA inh = 1 | GRK2 aptamer HTS = 1 | MEX-5 binding = 2.4 | BCLXL inh = 6 | AGP1-GFP MLPCN = 99 | Yeast superoxide = 108 | VLA-4 inh = 9 | MCL1-BIM inh = 8
Cc1ccc2oc(-c3cccc(NC(=O)Cc4cccs4)c3)nc2c1
  CIT2-GFP yeast = 103 | GLD-1 RNA inh = 3 | GRK2 aptamer HTS = 0 | MEX-5 binding = 0.7 | BCLXL inh = -4 | AGP1-GFP MLPCN = 105 | Yeast superoxide = 105 | VLA-4 inh = 12 | MCL1-BIM inh = 4
CC(Sc1nnc(Cc2ccc([N+](=O)[O-])cc2)o1)C(N)=O (centres undefined)
  CIT2-GFP yeast = 89 | GLD-1 RNA inh = 2 | GRK2 aptamer HTS = 1 | MEX-5 binding = -2.8 | BCLXL inh = -6 | AGP1-GFP MLPCN = 98 | Yeast superoxide = 88 | VLA-4 inh = 0 | MCL1-BIM inh = -5
